Source: PubChem (Broad Institute)
NSD2 inh – NSD2 (human) methyltransferase inhibition; O96028; AID 624260; inhibition, % at 12.5 µM; 44,000 tested, 0.07% active; NSD2-SET H3K36me1 DELFIA fluorescence, biochemical; in the data active means inhibition above about 54%, passing the limit was not always enough;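 further: inhibitors reduce the monomethyl H3K36 fluorescence signal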
Target sequence (O96028 whole entry, looked up): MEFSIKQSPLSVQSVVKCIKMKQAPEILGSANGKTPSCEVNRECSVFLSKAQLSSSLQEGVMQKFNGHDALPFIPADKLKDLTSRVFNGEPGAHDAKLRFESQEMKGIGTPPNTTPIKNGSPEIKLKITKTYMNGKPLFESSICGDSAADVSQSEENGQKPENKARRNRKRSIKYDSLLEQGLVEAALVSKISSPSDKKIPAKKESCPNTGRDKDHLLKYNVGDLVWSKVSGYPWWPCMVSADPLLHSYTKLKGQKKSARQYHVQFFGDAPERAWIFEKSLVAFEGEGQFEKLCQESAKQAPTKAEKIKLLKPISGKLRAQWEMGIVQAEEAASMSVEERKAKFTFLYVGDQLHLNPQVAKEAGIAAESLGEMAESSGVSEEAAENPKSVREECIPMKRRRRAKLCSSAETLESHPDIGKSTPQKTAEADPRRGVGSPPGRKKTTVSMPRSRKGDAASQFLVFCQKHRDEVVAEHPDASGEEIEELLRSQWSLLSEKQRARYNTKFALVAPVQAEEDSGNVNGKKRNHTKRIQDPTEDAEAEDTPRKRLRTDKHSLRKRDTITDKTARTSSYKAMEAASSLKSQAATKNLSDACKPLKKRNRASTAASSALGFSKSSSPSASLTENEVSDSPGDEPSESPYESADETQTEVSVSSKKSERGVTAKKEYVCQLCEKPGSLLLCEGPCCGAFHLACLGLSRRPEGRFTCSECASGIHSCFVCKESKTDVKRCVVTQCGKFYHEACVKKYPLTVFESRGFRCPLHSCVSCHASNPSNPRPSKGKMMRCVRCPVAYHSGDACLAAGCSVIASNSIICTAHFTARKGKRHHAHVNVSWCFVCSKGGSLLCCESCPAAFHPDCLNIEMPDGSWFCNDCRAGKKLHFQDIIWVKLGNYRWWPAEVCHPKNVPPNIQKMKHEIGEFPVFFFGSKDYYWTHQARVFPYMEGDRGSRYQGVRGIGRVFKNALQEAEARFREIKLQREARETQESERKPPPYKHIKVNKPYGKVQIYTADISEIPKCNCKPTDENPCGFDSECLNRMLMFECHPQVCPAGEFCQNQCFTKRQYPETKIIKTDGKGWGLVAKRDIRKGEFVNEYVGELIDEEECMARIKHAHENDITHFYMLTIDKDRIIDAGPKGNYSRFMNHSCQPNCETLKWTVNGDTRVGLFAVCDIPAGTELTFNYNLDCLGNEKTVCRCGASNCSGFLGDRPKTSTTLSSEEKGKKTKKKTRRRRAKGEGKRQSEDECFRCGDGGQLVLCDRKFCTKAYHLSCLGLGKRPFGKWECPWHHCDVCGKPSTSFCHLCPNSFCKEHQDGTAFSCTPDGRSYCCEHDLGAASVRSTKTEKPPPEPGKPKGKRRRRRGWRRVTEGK
The depositor's hits bear a star. Not all compounds are listed (hit frequency here may not be typical).

NSD2 inh	Structure
3	COc1ccc(S(=O)(=O)N(C)C[C@H]2Oc3ccc(NC(=O)Nc4c(C)noc4C)cc3CC(=O)N([C@H](C)CO)C[C@H]2C)cc1
6	CC(C)C#Cc1cnc2c(c1)C(=O)N([C@@H](C)CO)C[C@@H](C)[C@@H](CN(C)C(=O)C1CCC1)O2
-13	C[C@H](CO)N1C[C@H](C)[C@@H](CN(C)C(=O)Nc2cccc3ccccc23)Oc2ccc(NC(=O)NC3CCCCC3)cc2C1=O
0	CNC[C@@H]1Oc2ccc(NC(=O)Cc3ccccc3)cc2C(=O)N([C@@H](C)CO)C[C@H]1C
13	C[C@H](CO)N1C[C@H](C)[C@H](CN(C)C)Oc2c(NS(=O)(=O)c3ccccc3)cccc2C1=O
5	C[C@@H]1CN([C@H](C)CO)C(=O)c2cc(NC(=O)CCC(F)(F)F)ccc2O[C@@H](C)CCCCO[C@@H]1CN(C)C(=O)Cc1ccccc1
3	C[C@@H]1CN([C@H](C)CO)C(=O)Cc2cc(NC(=O)C3CC3)ccc2O[C@H]1CN(C)C(=O)Nc1ccccc1
3	COc1ccc(S(=O)(=O)Nc2cccc3c2O[C@@H](CN(C)Cc2ccc(C(=O)Nc4ccccc4N)cc2)[C@@H](C)CN([C@@H](C)CO)C3=O)cc1
0	CC(C)NC(=O)N(C)C[C@@H]1Oc2ccc(NS(=O)(=O)c3ccc(F)cc3)cc2C(=O)N([C@H](C)CO)C[C@@H]1C
0	C[C@H](CO)N1C[C@H](C)[C@@H](CN(C)C(=O)Nc2cccc3ccccc23)Oc2ccc(NS(=O)(=O)c3ccccc3)cc2C1=O
4	CCC(=O)N(C)C[C@H]1Oc2cc(-c3ccc(OC)cc3)ccc2S(=O)(=O)N([C@@H](C)CO)C[C@H]1C
-3	COc1ccc(S(=O)(=O)Nc2ccc3c(c2)CC(=O)N([C@@H](C)CO)C[C@@H](C)[C@H](CN(C)Cc2ccc(C(=O)Nc4ccccc4N)cc2)O3)cc1
2	CCC(=O)N(C)C[C@@H]1Oc2cc(-c3cccc(OC)c3)ccc2S(=O)(=O)N([C@@H](C)CO)C[C@H]1C
2	C[C@H](CO)N1C[C@H](C)[C@@H](CN(C)S(=O)(=O)c2ccsc2)OCc2ccccc2-c2ccccc2C1=O
3	C[C@@H]1CN([C@@H](C)CO)C(=O)c2cc(NC(=O)c3ccncc3)ccc2O[C@@H](C)CCCCO[C@@H]1CN(C)C(=O)c1ccccc1
-2	COc1ccc(S(=O)(=O)Nc2ccc3c(c2)C(=O)N([C@@H](C)CO)C[C@@H](C)[C@H](CN(C)C(=O)Nc2cccc4ccccc24)OCCCC[C@H](C)O3)cc1
2	COCC#Cc1ccc2c(c1)O[C@@H](CN(C)C(=O)COC)[C@@H](C)CN([C@@H](C)CO)S2(=O)=O
0	C[C@@H]1CN([C@H](C)CO)C(=O)Cc2cc(NC(=O)C3CCCCC3)ccc2O[C@@H]1CN(C)S(=O)(=O)c1ccc(F)cc1
-1	C/C=C/c1cnc2c(c1)C(=O)N([C@H](C)CO)C[C@@H](C)[C@@H](CN(C)C(=O)Nc1ccc(F)cc1)O2
6	Cc1ccc(-n2nc(C)c3c(C)onc3c2=O)cc1
1	C[C@@H]1CCCCO[C@H](CN(C)C(=O)Nc2ccc(C(F)(F)F)cc2)[C@H](C)CN([C@@H](C)CO)C(=O)c2cc(N(C)C)ccc2O1
-5	CC(C)NC(=O)N(C)C[C@@H]1Oc2cc(C#Cc3cccc(F)c3)ccc2S(=O)(=O)N([C@@H](C)CO)C[C@@H]1C
3	C[C@H](CO)N1C[C@H](C)[C@@H](CN(C)Cc2ccccc2)OCCCC[C@H](C)Oc2ccc(NC(=O)CCC(F)(F)F)cc2C1=O
0	C[C@H](CO)N1C[C@H](C)[C@@H](CN(C)C(=O)[C@H](C)c2ccccc2)OCc2ccccc2-c2ccccc2C1=O
1	COc1ccc(NC(=O)N(C)C[C@@H]2Oc3c(NS(=O)(=O)c4cn(C)cn4)cccc3C(=O)N([C@H](C)CO)C[C@@H]2C)cc1

(continued)
NSD2 inh	Structure
6	Cc1noc(C)c1S(=O)(=O)Nc1ccc2c(c1)C(=O)N([C@H](C)CO)C[C@H](C)[C@H](CN(C)C)O2
-1	C[C@H](CO)N1C[C@H](C)[C@@H](CN(C)C(=O)c2ccccn2)Oc2ncc(C#Cc3ccccn3)cc2C1=O
-3	COc1ccc(NC(=O)Nc2ccc3c(c2)C(=O)N([C@@H](C)CO)C[C@@H](C)[C@@H](CN(C)C(=O)Nc2ccc4c(c2)OCO4)OCCCC[C@@H](C)O3)cc1
3	CCCN(C)C[C@@H]1Oc2ncc(-c3cccc(C#N)c3)cc2C(=O)N([C@H](C)CO)C[C@@H]1C
3	CCC1=Nc2cc(C(=O)N(C)Cc3ccccc3)ccc2Sc2ccc(C)cc21
-7	C=C1C(=C/C=C2\CCC[C@]3(C)[C@@H]([C@H](C)/C=C/[C@@H](O)C4CC4)CC[C@@H]23)C[C@@H](O)C[C@@H]1O
-6	COCC(=O)N(C)C[C@H]1Oc2cc(C#CC3CCCC3)ccc2S(=O)(=O)N([C@@H](C)CO)C[C@H]1C
-1	C[C@H](CO)N1C[C@H](C)[C@@H](CN(C)S(C)(=O)=O)OCCCC[C@H](C)Oc2ccc(NC(=O)C3CCCCC3)cc2C1=O
7	Cc1noc(C)c1S(=O)(=O)Nc1ccc2c(c1)C(=O)N([C@@H](C)CO)C[C@H](C)[C@@H](CN(C)C(=O)c1ccccc1)OCCCC[C@H](C)O2
2	C[C@H]1CN([C@@H](C)CO)S(=O)(=O)c2ccc(C#Cc3cccnc3)cc2O[C@@H]1CN(C)C
-6	C[C@@H]1CN([C@@H](C)CO)C(=O)Cc2cc(NC(=O)NC3CCCCC3)ccc2O[C@@H]1CN(C)S(=O)(=O)c1cccs1
5	C[C@@H]1CN([C@@H](C)CO)S(=O)(=O)c2ccc(-c3ccccc3F)cc2O[C@H]1CN(C)Cc1cccnc1
2	Cc1noc(C)c1NC(=O)N(C)C[C@@H]1OCc2ccccc2-c2c(n(C)c3ccccc23)C(=O)N([C@@H](C)CO)C[C@@H]1C
2	C[C@H](CO)N1C[C@H](C)[C@@H](CN(C)Cc2ccc(-c3ccccc3)cc2)Oc2ccc(NC(=O)Nc3ccc4c(c3)OCO4)cc2CC1=O
2	C[C@@H]1CN([C@@H](C)CO)C(=O)c2cccc(NC(=O)Nc3ccc4c(c3)OCO4)c2O[C@@H]1CN(C)Cc1ccc(C(F)(F)F)cc1
6	C[C@H](CO)N1C[C@H](C)[C@@H](CN(C)C)Oc2ncc(C#Cc3ccccc3F)cc2C1=O
-2	C[C@@H]1CN([C@@H](C)CO)S(=O)(=O)c2ccc(-c3ccncc3)cc2O[C@@H]1CN(C)C(=O)C1CCCCC1
6	C[C@H]1CN([C@@H](C)CO)C(=O)Cc2cc(NS(=O)(=O)c3ccccc3)ccc2O[C@@H]1CN(C)C
2	C[C@H](CO)N1C[C@H](C)[C@@H](CN(C)C)Oc2cc(C#C[C@@H](C)O)ccc2S1(=O)=O
1	COc1ccc(S(=O)(=O)N(C)C[C@@H]2OCc3cn(nn3)CCCC(=O)N([C@@H](C)CO)C[C@@H]2C)cc1
-6	C[C@@H]1CN([C@H](C)CO)C(=O)c2c(c3ccccc3n2C)-c2ccccc2CO[C@@H]1CN(C)C(=O)[C@H]1CCCN1C
3	C[C@@H]1CN([C@H](C)CO)C(=O)c2cccc(NC(=O)C3CCOCC3)c2O[C@H]1CN(C)C(=O)Nc1ccc2c(c1)OCO2
3	C[C@@H]1CN([C@H](C)CO)C(=O)c2cc(-c3cccnc3)cnc2O[C@H]1CN(C)C(=O)Nc1ccccc1
-1	C[C@@H]1CN([C@H](C)CO)C(=O)c2cc(-c3cccc(C#N)c3)cnc2O[C@@H]1CN(C)C
-5	C[C@@H]1CN([C@@H](C)CO)C(=O)c2cccc(NC(=O)CCCCCC(=O)Nc3ccccc3N)c2O[C@@H]1CN(C)S(=O)(=O)c1ccc(Cl)cc1

Reprinted from the part before: 2 entries; new compounds follow.
NSD2 inh	Structure
-1	C[C@@H]1CN([C@H](C)CO)C(=O)c2cc(-c3cccc(C#N)c3)cnc2O[C@@H]1CN(C)C
-5	C[C@@H]1CN([C@@H](C)CO)C(=O)c2cccc(NC(=O)CCCCCC(=O)Nc3ccccc3N)c2O[C@@H]1CN(C)S(=O)(=O)c1ccc(Cl)cc1
-2	C[C@H](CO)N1C[C@H](C)[C@H](CN(C)CC2CC2)Oc2c(NC(=O)CCCCCC(=O)Nc3ccccc3N)cccc2C1=O
0	COc1ccc(-c2ccc(N)[n+](CCCC(=O)O)n2)cc1
6	COCC#Cc1ccc2c(c1)O[C@H](CN(C)S(C)(=O)=O)[C@H](C)CN([C@H](C)CO)S2(=O)=O
3	C[C@@H]1CN([C@H](C)CO)C(=O)c2cc(NC(=O)C3CCCCC3)ccc2O[C@@H](C)CCCCO[C@H]1CN(C)S(=O)(=O)c1ccc(F)cc1
7	C[C@H](CO)N1C[C@H](C)[C@@H](CN(C)Cc2ccccc2)Oc2cc(Br)ccc2S1(=O)=O
15	C[C@H](CO)N1C[C@H](C)[C@@H](CN(C)Cc2cccnc2)Oc2cc(-c3ccccc3F)ccc2S1(=O)=O
4	C[C@H](CO)N1C[C@H](C)[C@H](CN(C)C(=O)CC2CC2)Oc2cc(Br)ccc2S1(=O)=O
7	C[C@@H]1CN([C@@H](C)CO)C(=O)Cc2cc(N(C)C)ccc2O[C@H]1CN(C)S(=O)(=O)c1cn(C)cn1
1	COC(=O)c1cc(C)cc(=O)o1
19	Cc1noc(C)c1S(=O)(=O)N(C)C[C@@H]1Oc2ccc(NC(=O)NC3CCCCC3)cc2CC(=O)N([C@@H](C)CO)C[C@H]1C
4	Cc1noc(C)c1NC(=O)N(C)C[C@H]1Oc2ccc(NS(=O)(=O)c3ccccc3)cc2CC(=O)N([C@H](C)CO)C[C@@H]1C
3	COc1ccc(S(=O)(=O)Nc2cccc3c2O[C@H](CN(C)Cc2ccc4c(c2)OCO4)[C@H](C)CN([C@H](C)CO)C3=O)cc1
-3	CNC[C@@H]1Oc2c(NC(=O)Nc3c(C)noc3C)cccc2C(=O)N([C@@H](C)CO)C[C@H]1C
18	C[C@@H]1CN([C@@H](C)CO)S(=O)(=O)c2ccc(-c3cccc(F)c3)cc2O[C@@H]1CN(C)CC1CC1
-3	C[C@@H]1CN([C@@H](C)CO)C(=O)c2cc(NS(=O)(=O)c3ccccc3)ccc2O[C@@H]1CN(C)S(=O)(=O)c1cn(C)cn1
4	Cc1noc(C)c1S(=O)(=O)Nc1ccc2c(c1)C(=O)N([C@@H](C)CO)C[C@H](C)[C@H](CN(C)S(=O)(=O)c1ccccc1)O2
4	COc1cccc(S(=O)(=O)N(C)C[C@H]2Oc3cc(C4=CCCCC4)ccc3S(=O)(=O)N([C@H](C)CO)C[C@H]2C)c1
9	COc1ccc(CNC(=O)C[C@H]2CC[C@@H](NC(=O)CN(C)C)[C@H](CO)O2)cc1
1	C[C@H](CO)N1C[C@H](C)[C@H](CN(C)C(=O)Nc2ccccc2)Oc2ccc(NC(=O)NC3CCCCC3)cc2C1=O
1	C[C@@H]1CN([C@@H](C)CO)C(=O)c2cc(-c3ccc(F)cc3)cnc2O[C@H]1CN(C)Cc1ccc(C(=O)O)cc1
-2	C[C@H](CO)N1C[C@H](C)[C@@H](CN(C)C(=O)Nc2ccc3c(c2)OCO3)OCCCC[C@H](C)Oc2ccc(NC(=O)c3ccccc3)cc2C1=O
2	Cc1noc(C)c1NC(=O)Nc1cccc2c1O[C@@H](CN(C)C)[C@@H](C)CN([C@H](C)CO)C2=O
-23	C[C@H]1CN([C@@H](C)CO)C(=O)Cc2cc(NC(=O)CCC(F)(F)F)ccc2O[C@@H]1CN(C)C(=O)Nc1ccc(C(F)(F)F)cc1
2	COCC(=O)N(C)C[C@H]1Oc2cc(C#CCC(C)C)ccc2S(=O)(=O)N([C@H](C)CO)C[C@H]1C
-2	CCc1cc(O)c(C)c(O)c1C=O

Exported in CSV form: seven of the compounds above
Compound,NSD2 inh
C[C@H](CO)N1C[C@H](C)[C@@H](CN(C)Cc2cccnc2)Oc2cc(-c3ccccc3F)ccc2S1(=O)=O,15
C[C@H](CO)N1C[C@H](C)[C@H](CN(C)C(=O)CC2CC2)Oc2cc(Br)ccc2S1(=O)=O,4
C[C@@H]1CN([C@@H](C)CO)C(=O)Cc2cc(N(C)C)ccc2O[C@H]1CN(C)S(=O)(=O)c1cn(C)cn1,7
COC(=O)c1cc(C)cc(=O)o1,1
Cc1noc(C)c1S(=O)(=O)N(C)C[C@@H]1Oc2ccc(NC(=O)NC3CCCCC3)cc2CC(=O)N([C@@H](C)CO)C[C@H]1C,19
Cc1noc(C)c1NC(=O)N(C)C[C@H]1Oc2ccc(NS(=O)(=O)c3ccccc3)cc2CC(=O)N([C@H](C)CO)C[C@@H]1C,4
COc1ccc(S(=O)(=O)Nc2cccc3c2O[C@H](CN(C)Cc2ccc4c(c2)OCO4)[C@H](C)CN([C@H](C)CO)C3=O)cc1,3

Additional structures.
NSD2 inh	Structure
4	COC(=O)c1cc2cc(O)c(-c3c(O)cc4cc(C(=O)OC)oc(=O)c4c3O)c(O)c2c(=O)o1
-4	C[C@H]1CN([C@@H](C)CO)C(=O)Cc2cc(NS(=O)(=O)c3cn(C)cn3)ccc2O[C@H]1CN(C)C(=O)Nc1ccc(C(F)(F)F)cc1
-1	C[C@@H]1CN([C@@H](C)CO)C(=O)Cc2cc(NC(=O)CCC(F)(F)F)ccc2O[C@@H]1CN(C)C
0	COc1ccc(C2CC(=O)Oc3cc(O)cc(O)c32)cc1 (stereo not given)
2	CC(=O)OCC(=O)[C@@]1(O)CC[C@H]2[C@@H]3CCC4=CC(=O)CC[C@]4(C)[C@H]3[C@@H](O)C[C@@]21C
2	O=C(C[C@@H]1CC[C@@H](NS(=O)(=O)c2ccc(F)cc2)[C@H](CO)O1)NCc1ccc(Cl)c(Cl)c1
-1	C[C@H](CO)N1C[C@H](C)[C@@H](CN(C)C(=O)Nc2cccc3ccccc23)Oc2ccc(NC(=O)Cc3ccccc3)cc2CC1=O
3	Cc1cc(C(=O)Nc2cccc3c2O[C@H](CN(C)S(=O)(=O)c2cccs2)[C@@H](C)CN([C@H](C)CO)C3=O)n(C)n1
